GDH-TPI counter – GDH-TPI coupling enzyme inhibitors, primary screen, artefact control for M. tuberculosis FBA inhibitor project, biochemical, absorbance, full deck | GDH-TPI coupled enzyme counterscreen, NADH absorbance | inhibition, % at 4.8 µM | 360,000 tested, 1.2% active | AID 588335, 2011;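 note: 0% = DMSO wells and 100% = wells lacking the enzyme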
CCHFV vOTU inh – CCHFV vOTU protease inhibitors, primary screen, biochemical, Pep-AMC substrate, fluorescence | 370,000 tested, 0.55% active | AID 651958, 2012 | Crimean-Congo hemorrhagic fever virus L polyprotein viral ovarian tumor (vOTU) protease … | inhibition, % at 11.5 µM; note: 0% = vehicle wells with enzyme and 100% = no enzyme wells
BioA inh – M. tuberculosis BioA enzyme inhibitors, primary screen, biochemical, plate reader, single point, HTS; AID 602481, 2012; 360,000 tested, 0.096% active; inhibition, % at 9.99 µM; purified M. tuberculosis BioA enzyme; 7,8-diaminopelargonic acid synthase BioA (Mycobacterium tuberculosis); in the data active = inhibition above about 40%
BoNT A protease – BoNT/A light chain protease inhibitors, primary screen, biochemical, flow cytometry, MLPCN library | Botulinum neurotoxin type A light chain protease (Clostridium botulinum A str. ATCC 3502) | multiplex microsphere protease substrate cleavage | inhibition, % at 10 µM | 360,000 tested, 0.17% active; in the data active = inhibition above about 30%; note: plate controls were buffer without enzyme for full effect and enzyme alone for no effect
FBA Mtb inh – Mtb FBA enzyme inhibitors, primary screen, biochemical, fluorescence, strain H37Rv; Fructose-bisphosphate aldolase (Mycobacterium tuberculosis (strain ATCC 25618 / H37Rv)), …; purified M. tuberculosis FBA, fluorescence read-out; inhibition, % at 1 µM; 360,000 tested, 2.3% active; in the data active = inhibition above about 27%;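 note: 0% = vehicle and 100% = reference inhibitor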
Target sequence (P9WQA3 whole entry, looked up): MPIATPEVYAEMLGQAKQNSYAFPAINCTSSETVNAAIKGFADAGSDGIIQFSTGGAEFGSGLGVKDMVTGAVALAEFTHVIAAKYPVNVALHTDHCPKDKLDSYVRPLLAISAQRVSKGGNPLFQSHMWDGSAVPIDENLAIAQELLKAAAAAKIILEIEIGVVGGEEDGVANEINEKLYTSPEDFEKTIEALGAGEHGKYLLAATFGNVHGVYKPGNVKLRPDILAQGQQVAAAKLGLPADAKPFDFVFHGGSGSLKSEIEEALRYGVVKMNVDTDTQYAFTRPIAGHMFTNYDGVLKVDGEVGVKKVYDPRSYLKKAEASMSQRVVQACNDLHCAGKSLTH
BoNT-F LC inh – BoNT/F light chain protease inhibitors, primary screen, biochemical, flow cytometry, MLPCN library; Botulinum neurotoxin type F light chain protease (Clostridium botulinum); Multiplex microsphere protease cleavage assay; inhibition, % at 10 µM; 360,000 tested, 0.22% active; AID 588497, 2011; in the data active = inhibition above about 35%, passing the limit was not always enough; note: plate controls were buffer without enzyme for full effect and enzyme alone for no effect
UGM FP inh – M. tuberculosis UGM enzyme inhibitors, primary screen, biochemical, fluorescence polarization, single point; purified UGM, fluorescence polarization probe displacement; UDP-galactopyranose mutase (Mycobacterium tuberculosis (strain ATCC 25618 / H37Rv)), …; inhibition, % at 10 µM; 320,000 tested, 0.06% active; in the data active = inhibition above about 10%, passing the limit was not always enough
Target sequence (P9WIQ1 whole entry, looked up): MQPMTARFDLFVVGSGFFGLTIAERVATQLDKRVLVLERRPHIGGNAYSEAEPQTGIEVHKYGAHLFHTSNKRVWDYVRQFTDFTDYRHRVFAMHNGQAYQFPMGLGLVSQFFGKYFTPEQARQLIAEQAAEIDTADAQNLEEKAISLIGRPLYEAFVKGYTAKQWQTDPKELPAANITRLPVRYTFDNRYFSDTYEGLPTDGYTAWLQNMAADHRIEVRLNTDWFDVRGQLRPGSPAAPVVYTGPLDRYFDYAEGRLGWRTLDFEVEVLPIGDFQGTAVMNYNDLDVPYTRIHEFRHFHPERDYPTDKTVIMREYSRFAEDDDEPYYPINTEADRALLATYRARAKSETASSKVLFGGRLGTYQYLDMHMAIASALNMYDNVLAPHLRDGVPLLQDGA
FadD28 binding – inhibitors of FadD28 bisubstrate probe binding, primary screen, biochemical, fluorescence polarization, single point; inhibition, % at 12.5 µM; 360,000 tested, 0.22% active; in the data active = inhibition above about 8.5%, passing the limit was not always enough
PrPC surface inh – inhibitors of human cell surface prion protein PrPC, primary screen, cell-based, TR-FRET; TR-FRET read-out; inhibition, % at 13.8 µM; 370,000 tested, 0.43% active; in the data active = inhibition above about 24%; note: 0% = median of the test wells and 100% = reference compound wells
An asterisk follows results filed as active; . = not tested or not shown; + = active, no number. Cut-off read from the data, not from the text of the source, unless noted: active = inhibition above about 30%; inactive = the rest. Random draw from the library; 4.8% or so of the library scored in one or more.

SMILES | GDH-TPI counter | CCHFV vOTU inh | BioA inh | BoNT A protease | FBA Mtb inh | BoNT-F LC inh | UGM FP inh | FadD28 binding | PrPC surface inh
CC(=O)Nc1ccc2nc(CN3CCN(CC=C(C)C)C(CCO)C3)ccc2c1 (configuration not stated) | 9.3 | 8.6 | . | -0.6 | 1.7 | 0.8 | -1.1 | -0.6 | 5.8
CC(C)c1ccccc1NC(=O)COc1ccc(C(=O)NCCc2ccccc2)cc1 | -9.8 | 0.6 | . | 0.6 | 0.3 | -0.7 | -1.1 | -4.3 | 2.0
O=C(CCCCCn1c(=O)[nH]c2ccsc2c1=O)N1CCN(C2CCCCC2)CC1 | -4.0 | -3.7 | 1.8 | 0.4 | 3.9 | -7.0 | -1.7 | -0.7 | -7.4
CC1=NN(c2ccccc2)C(=O)C1C(=O)c1cc([N+](=O)[O-])cc([N+](=O)[O-])c1 (configuration not stated) | -1.3 | 22.6 | . | -0.3 | 5.5 | -1.8 | -0.6 | -0.1 | -31.3
CS(=O)(=O)Nc1ccc(C(=O)NCCSC2CCCCC2)cc1 | -10.1 | . | . | -0.9 | -0.8 | -14.1 | 0.1 | -2.6 | .
Oc1ccccc1Oc1ncc(Br)c(N2CCOCC2)n1 | -11.9 | -1.1 | 1.0 | -0.4 | -1.1 | -8.2 | 0.5 | -4.1 | -5.5
COc1ccc(CN2CCN(C(C)C)C(CCO)C2)cc1Cn1cccn1 (configuration not stated) | 13.2 | 0.6 | . | 0.1 | 0.1 | 5.8 | -0.5 | -1.1 | -3.0
CCC(=O)N1c2ccc(S(=O)(=O)CCC(=O)N3CCn4c3nc3ccccc34)cc2CC1C (configuration not stated) | 9.1 | 3.8 | 0.5 | 0.8 | 0.6 | -8.5 | -0.2 | -1.4 | 11.4
COc1cc(C(=O)Nc2cccc(-c3nncn3C)c2)cc(OC)c1OC | 7.7 | 8.7 | 0.7 | 0.1 | -1.4 | 5.5 | 2.8 | -2.8 | 2.7
N/C(=N\OC(=O)CCCOc1ccc(Cl)cc1Cl)c1ccncc1 | 1.2 | -0.5 | 2.0 | -0.4 | 1.2 | 0.7 | -1.4 | -3.9 | 8.9
O=C(c1ccc(C(=O)N2CCOCC2)nc1)N1CCOCC1 | 9.5 | 0.5 | 1.6 | 0.9 | 0.9 | 8.0 | -2.9 | -2.4 | -3.0
O=C(Cn1cnc2ccccc2c1=O)NCC(=O)N1CCC2(CC1)OCCO2 | 0.0 | 5.9 | 0.8 | -0.1 | 4.6 | -7.3 | 0.7 | -3.5 | 1.8
COC(=O)c1ccc(COc2cccnc2[N+](=O)[O-])cc1 | 5.4 | 15.1 | 1.8 | -1.6 | 3.0 | -1.6 | 2.5 | -18.8 | -25.1
CCOc1ccc(NC(=O)CSc2ccc(-c3cccnc3)nn2)cc1 | -2.8 | -2.4 | 0.3 | -0.8 | 0.4 | -9.3 | -5.5 | -3.2 | -0.4
Cc1cc(C)n2nc(SCc3nc4ccccc4[nH]3)nc2n1 | 2.0 | -3.4 | 14.1 | -0.8 | 5.4 | -12.8 | -0.3 | 0.5 | 3.2
O=C1c2ccccc2C2(c3ccccc3)N1CCN2C(=O)C(Cl)(Cl)Cl (configuration not stated) | 5.0 | -10.4 | 1.1 | -0.8 | -1.5 | -12.1 | -1.3 | -0.9 | -0.4
CN1CCN(c2ccc(NC(=O)CN3CCOCC3)cc2F)CC1 | 0.3 | 17.2 | . | 0.2 | 1.3 | -1.3 | . | -3.4 | -7.3
O=C(Cn1cnc2ccccc21)N/N=C/c1cccc([N+](=O)[O-])c1 | -0.6 | -2.4 | -0.5 | -0.7 | 3.4 | -5.3 | 0.0 | -4.5 | 1.7
COC(=O)c1[nH]c2cc(OC)ccc2c1NC(=O)CCN1CCSCC1 | 19.5 | -4.9 | -0.1 | -1.5 | 5.4 | -8.6 | 0.6 | -1.0 | -4.4
FC(F)(F)c1nc(N2CCN(c3ccccc3)CC2)nc2c1CCCCC2 | -8.0 | -17.9 | -2.8 | -0.9 | -12.3 | 1.9 | 0.6 | -2.8 | 2.8
CCCCOc1ccc(C(=O)NNC(=O)C2C3C=CC(C3)C2C(=O)O)cc1 (configuration not stated) | 3.4 | -2.8 | -0.7 | -0.4 | 5.6 | 2.4 | -0.5 | -1.8 | 4.0
COc1ccc(CNC(=O)c2csc(Cc3ccc(OC)cc3)n2)cc1 | 7.6 | -0.1 | 0.8 | -0.7 | -0.3 | -13.8 | 3.4 | -2.9 | -0.7
Cc1cc(C)cc(C(=O)NC(=S)Nc2ccc(Cc3ccncc3)cc2)c1 | 6.7 | 0.1 | 1.8 | -0.1 | 0.2 | -1.5 | -5.2 | 1.2 | -5.6
CCC(CC)CC1CN2CCc3cc(OC)c(OC)cc3C2CC1(O)CC (configuration not stated) | 12.4 | -20.8 | 4.6 | 0.2 | 18.3 | -8.9 | . | -2.0 | -0.5
O=C(COC(=O)c1cc(Cl)nc(Cl)c1)NCc1ccc2c(c1)OCO2 | 6.6 | 3.7 | 0.7 | -0.4 | 0.8 | 2.9 | 1.2 | 0.0 | -2.5

(cont.)
SMILES | GDH-TPI counter | CCHFV vOTU inh | BioA inh | BoNT A protease | FBA Mtb inh | BoNT-F LC inh | UGM FP inh | FadD28 binding | PrPC surface inh
CC1(C)CC(N2CCC(=O)N(C3CC(C)(C)NC(C)(C)C3)C2)CC(C)(C)N1 | 0.9 | -14.6 | 0.8 | 0.1 | 0.3 | -5.8 | -1.2 | 0.0 | 3.7
CCOC(=O)C1NN=C(C(=O)c2ccccc2)C1c1ccc(Cl)cc1 (configuration not stated) | -6.0 | -4.4 | 0.0 | 0.5 | -2.4 | -4.2 | 1.7 | -2.3 | -4.8
Cc1cc(C=C2C(=O)N(C)C(=S)N(C)C2=O)c(C)n1-c1ccncc1 | 10.7 | -4.9 | -1.5 | . | -2.9 | . | 2.6 | 1.8 | -7.4
CCC(C)NC(=O)Nc1ccc(C)cc1C (configuration not stated) | 1.9 | -13.0 | . | 0.2 | -0.5 | 0.4 | 3.4 | -4.3 | 7.7
O=C(c1cnc2n(c1=O)CCS2)N1CCCc2ccccc21 | 2.5 | 8.5 | . | 2.9 | -3.5 | 3.6 | -3.8 | -1.6 | -0.1
CN1CCc2c(sc(NC(=O)C3COc4ccccc4O3)c2C(N)=O)C1 (configuration not stated) | 11.1 | -2.1 | -0.2 | -0.3 | 0.6 | 3.3 | -0.4 | -0.7 | -1.6
Cc1ccccc1OC(C)C(=O)NCCCN1CCOCC1 (configuration not stated) | 1.7 | -2.2 | 2.6 | -0.7 | -0.7 | -3.6 | -0.6 | . | -2.2
O=C(NCCSc1c(-c2ccccc2)[nH]c2ccccc12)c1cc2ccccc2oc1=O | 20.6 | 4.9 | 1.4 | -0.3 | -1.3 | -1.7 | 2.2 | -3.4 | 3.3
Cc1ccc(NS(=O)(=O)c2ccc(C(=O)NCCCN3CCCC3=O)cc2)cc1C | -5.2 | -7.3 | 0.8 | 1.3 | 1.4 | -1.2 | -1.6 | -0.6 | 10.2
Cc1nc2ccccc2c2c1C(=O)N(Cc1cccnc1)C2=O | 1.4 | 5.3 | -0.8 | -1.2 | -0.9 | 0.1 | 1.9 | -0.4 | -2.7
O=C(NC(Nc1cc(C(F)(F)F)ccc1Cl)C(=O)c1ccccc1)c1ccccc1 (configuration not stated) | 9.2 | 19.7 | -1.9 | -1.8 | -1.3 | -15.9 | -4.0 | 0.4 | 2.6
Cc1c(C)c(C)c(S(=O)(=O)NCCc2ccccn2)c(C)c1C | 5.2 | -2.3 | -1.2 | 0.7 | -0.8 | 4.2 | 1.8 | 0.0 | 3.1
CCc1cc(=O)oc2c(CNCc3ccccc3F)c(O)c(Cl)cc12 | 22.9 | -366.3 | -1.2 | -0.3 | + | -1.2 | -0.9 | -1.5 | 6.3
CC1(C)CC2(CCO1)OC(=O)CC2C(=O)Nc1ccc(Cl)cc1[N+](=O)[O-] (configuration not stated) | 0.4 | -3.5 | . | -0.5 | -1.2 | -5.2 | 0.9 | -3.8 | -2.8
OC(C#Cc1ccccc1)(c1ccccc1)c1ccccc1 | -2.2 | 12.3 | -1.2 | 0.7 | 0.3 | 8.7 | . | -3.1 | -0.3
Cc1ccc(-n2c([S-])c(C(=O)NC(C)c3ccccc3)[n+]3ccccc23)cc1 (configuration not stated) | 4.4 | -0.4 | -2.1 | 2.3 | 1.2 | -6.4 | -3.6 | -0.3 | -6.2
CC(=O)N1CCN(C(=S)c2ccc(-c3ccc(Cl)cc3)o2)CC1 | 16.4 | 10.4 | 0.4 | 1.6 | -1.9 | 7.0 | 0.6 | -3.0 | -13.8
O=C(Nc1ccccc1)Nc1ccccc1 | 9.8 | 1.0 | -2.5 | -0.3 | 4.1 | -12.4 | . | 0.3 | 10.1
COC(=O)c1c(C)[nH]c(C(=O)OCC(=O)NC(C)(C)C)c1C | -0.3 | 4.2 | -0.5 | -0.3 | 0.0 | -0.3 | 0.4 | -1.8 | 2.6
CCCC(=O)N1CCC1(C)C(=O)Nc1cc(OC)c(OC)c(OC)c1 (configuration not stated) | 4.9 | -4.4 | -0.2 | 0.0 | -1.6 | -3.4 | . | -4.4 | -2.2
O=c1/c(=C\c2ccc3c(c2)OCO3)sc2n1CCCN=2 | 28.2 | 17.2 | -2.4 | 0.1 | -0.1 | 1.5 | 0.0 | -0.9 | -15.1
Cc1cc(C)c(NC(=O)C2CC(=O)N(C(C)C)C2)c(C)c1 (configuration not stated) | 4.1 | -10.7 | -0.1 | -3.8 | -0.7 | -9.0 | -2.1 | 2.0 | 0.5
CCC(=O)N1CCN(CCN=CC2=C(O)CC(c3ccc(OC)cc3)CC2=O)CC1 (configuration not stated) | 6.1 | 1.0 | 0.0 | -0.9 | 58.9* | -6.3 | 1.9 | -0.4 | -3.0

Three entries from above, with each value named.
CN1CCc2c(sc(NC(=O)C3COc4ccccc4O3)c2C(N)=O)C1 (configuration not stated)
  GDH-TPI counter: 11.1
  CCHFV vOTU inh: -2.1
  BioA inh: -0.2
  BoNT A protease: -0.3
  FBA Mtb inh: 0.6
  BoNT-F LC inh: 3.3
  UGM FP inh: -0.4
  FadD28 binding: -0.7
  PrPC surface inh: -1.6

Cc1nc2ccccc2c2c1C(=O)N(Cc1cccnc1)C2=O
  GDH-TPI counter: 1.4
  CCHFV vOTU inh: 5.3
  BioA inh: -0.8
  BoNT A protease: -1.2
  FBA Mtb inh: -0.9
  BoNT-F LC inh: 0.1
  UGM FP inh: 1.9
  FadD28 binding: -0.4
  PrPC surface inh: -2.7

CC(=O)N1CCN(C(=S)c2ccc(-c3ccc(Cl)cc3)o2)CC1
  GDH-TPI counter: 16.4
  CCHFV vOTU inh: 10.4
  BioA inh: 0.4
  BoNT A protease: 1.6
  FBA Mtb inh: -1.9
  BoNT-F LC inh: 7.0
  UGM FP inh: 0.6
  FadD28 binding: -3.0
  PrPC surface inh: -13.8

Record cards, from the list above. Values in the order: GDH-TPI counter	CCHFV vOTU inh	BioA inh	BoNT A protease	FBA Mtb inh	BoNT-F LC inh	UGM FP inh	FadD28 binding	PrPC surface inh
Entry for Cc1ccccc1OC(C)C(=O)NCCCN1CCOCC1 (configuration not stated) : 1.7	-2.2	2.6	-0.7	-0.7	-3.6	-0.6	.	-2.2
Entry for O=C(Nc1ccccc1)Nc1ccccc1 : 9.8	1.0	-2.5	-0.3	4.1	-12.4	.	0.3	10.1
Entry for OC(C#Cc1ccccc1)(c1ccccc1)c1ccccc1 : -2.2	12.3	-1.2	0.7	0.3	8.7	.	-3.1	-0.3
Entry for Cc1cc(C=C2C(=O)N(C)C(=S)N(C)C2=O)c(C)n1-c1ccncc1 : 10.7	-4.9	-1.5	.	-2.9	.	2.6	1.8	-7.4
Entry for CC1(C)CC2(CCO1)OC(=O)CC2C(=O)Nc1ccc(Cl)cc1[N+](=O)[O-] (configuration not stated) : 0.4	-3.5	.	-0.5	-1.2	-5.2	0.9	-3.8	-2.8
